# High-throughput results deposited in PubChem by The Scripps Research Institute Molecular Screening Center.
# FBW7 act = activators of human E3 ligase FBW7 | 650,000 compounds, 0.13% hits | AlphaScreen FBW7–phospho-cyclin E peptide binding, activator screen | normalized activity (activation), % at 26.1 µM; in the data active = normalized activity above about 1.9%;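 note: purified mutant Fbw7 with reduced substrate affinity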
# GPR151 ag = human GPR151 activation; PathHunter beta-arrestin GPR151 cells, luminescence; AID 1508602; 650,000 compounds, 1% hits; activation, % at 11.2 µM; in the data active = activation above about 4.9%;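 note: 0% = median of compound wells and 100% = cells with positive control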
# Target sequence (Q8TDV0 whole entry, looked up): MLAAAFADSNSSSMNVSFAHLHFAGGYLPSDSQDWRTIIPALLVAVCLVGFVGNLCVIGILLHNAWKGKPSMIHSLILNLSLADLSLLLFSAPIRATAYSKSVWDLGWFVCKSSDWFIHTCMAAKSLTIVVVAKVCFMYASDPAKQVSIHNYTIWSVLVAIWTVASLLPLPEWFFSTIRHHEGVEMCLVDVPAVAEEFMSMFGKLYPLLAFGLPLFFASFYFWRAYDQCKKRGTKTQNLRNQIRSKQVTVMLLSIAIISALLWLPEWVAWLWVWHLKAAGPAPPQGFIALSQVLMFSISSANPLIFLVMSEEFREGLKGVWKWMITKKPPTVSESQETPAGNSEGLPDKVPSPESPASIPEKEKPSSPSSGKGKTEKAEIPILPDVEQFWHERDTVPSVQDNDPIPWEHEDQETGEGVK
# MITF primary = inhibitors of human MITF; inhibition, % at 2.6 µM; O75030; 650,000 compounds, 0.91% hits; AlphaScreen MITF homodimerization, bead proximity signal; in the data active = inhibition above about 50%;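 note: 0% = vehicle wells with protein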
# Target sequence (O75030 whole entry, looked up): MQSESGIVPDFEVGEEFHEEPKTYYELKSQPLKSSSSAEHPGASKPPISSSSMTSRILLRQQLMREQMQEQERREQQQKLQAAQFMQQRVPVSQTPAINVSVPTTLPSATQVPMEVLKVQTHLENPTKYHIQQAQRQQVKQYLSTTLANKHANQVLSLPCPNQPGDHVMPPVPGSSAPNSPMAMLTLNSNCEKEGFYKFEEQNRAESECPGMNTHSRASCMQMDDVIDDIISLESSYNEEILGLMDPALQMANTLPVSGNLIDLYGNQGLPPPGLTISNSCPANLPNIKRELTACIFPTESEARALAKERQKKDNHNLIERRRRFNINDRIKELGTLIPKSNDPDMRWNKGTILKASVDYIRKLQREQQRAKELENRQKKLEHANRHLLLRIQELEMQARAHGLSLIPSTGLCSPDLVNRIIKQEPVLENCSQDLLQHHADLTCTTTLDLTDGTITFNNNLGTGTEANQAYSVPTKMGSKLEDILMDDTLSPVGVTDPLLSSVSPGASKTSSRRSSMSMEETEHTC
# TEAD-YAP inh = TEAD-YAP interaction inhibition. HEK-TIYL cells, TEAD-Gal4/YAP UAS-luciferase luminescence. inhibition, % at 9.12 µM. 640,000 compounds, 1.4% hits. AID 1259422; in the data active = inhibition above about 32%;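 note: 0% = median of test compound wells and 100% = reference inhibitor wells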
# An asterisk follows results filed as active. An unsorted share of the library; about 3.5% have a hit in one of these screens.
SMILES,FBW7 act,GPR151 ag,MITF primary,TEAD-YAP inh
CCCOc1ccc2c(C)c(C)c(=O)oc2c1,0.0,0.8,-21,-12
Cc1cccc(Cc2cnc(NC(=O)COc3cccc(C)c3)s2)c1,-0.2,-0.7,-5,6
CCCN1CCN(CCCNC(=O)CCN2C(=O)COc3ccccc32)CC1,-0.1,0.3,1,-5
Clc1cccc(CN2CCN(Cc3cccc(Cl)n3)CC2)n1,-0.1,-0.4,5,11
COc1ccc(S(=O)(=O)Nc2cccc([N+](=O)[O-])c2)c(Cl)c1Cl,-0.2,5.2*,-3,13
O=C(CSc1nc2ccsc2c(=O)n1Cc1ccccc1F)NCC1CCCO1 (centres undefined),0.0,1.4,-7,2
C#CCN1C(=O)S/C(=C/c2ccc(C)cc2)C1=O,0.1,1.7,11,-29
Cc1ccc(-c2ccc(/C=N/NC(=O)c3ccccn3)o2)cc1[N+](=O)[O-],-0.3,0.0,3,-51
COC(C(=O)Nc1ccnn1C1CCN(Cc2cccc(Cl)c2)CC1)c1ccccc1 (centres undefined),-0.1,0.2,-3,2
C(=C\c1nn2c(-c3ccco3)nnc2s1)/c1ccccc1,0.0,-0.2,-6,-45
CCCN1C(SCC(=O)NCc2cccc(OC)c2OC)=NS(=O)(=O)c2ccccc21,0.1,0.8,6,5
O=[N+]([O-])c1ccc(CSc2nc(NCC3CCCO3)c3ccccc3n2)cc1 (centres undefined),-0.2,0.9,5,10
CC1=C(C(N)=O)C(c2ccccc2)n2nc(-c3cccc(Cl)c3)nc2N1 (centres undefined),0.2,-0.4,6,5
CC(C)(C)c1ccc(C(=O)NCCC(=O)NNC(=O)COc2ccccc2F)cc1,-0.1,-0.2,-3,14
Cn1c2ccccc2n2c(=O)n(CC(=O)N3CCOc4ccccc43)nc12,0.1,-0.3,1,8

# Five compounds from above, arranged by number of heavy atoms, high to low.
SMILES,FBW7 act,GPR151 ag,MITF primary,TEAD-YAP inh
CCCN1C(SCC(=O)NCc2cccc(OC)c2OC)=NS(=O)(=O)c2ccccc21,0.1,0.8,6,5
O=[N+]([O-])c1ccc(CSc2nc(NCC3CCCO3)c3ccccc3n2)cc1 (centres undefined),-0.2,0.9,5,10
Clc1cccc(CN2CCN(Cc3cccc(Cl)n3)CC2)n1,-0.1,-0.4,5,11
C(=C\c1nn2c(-c3ccco3)nnc2s1)/c1ccccc1,0.0,-0.2,-6,-45
CCCOc1ccc2c(C)c(C)c(=O)oc2c1,0.0,0.8,-21,-12

# Back to the main list with the 3 entries that preceded the break.
SMILES,FBW7 act,GPR151 ag,MITF primary,TEAD-YAP inh
CC1=C(C(N)=O)C(c2ccccc2)n2nc(-c3cccc(Cl)c3)nc2N1 (centres undefined),0.2,-0.4,6,5
CC(C)(C)c1ccc(C(=O)NCCC(=O)NNC(=O)COc2ccccc2F)cc1,-0.1,-0.2,-3,14
Cn1c2ccccc2n2c(=O)n(CC(=O)N3CCOc4ccccc43)nc12,0.1,-0.3,1,8
O=S(=O)(Nc1ncccn1)c1ccc(NC(=S)Nc2ccc(F)c(Cl)c2)cc1,0.0,4.3,4,-3
O=C(Cn1c(=O)sc2ccccc21)Nc1ccc(F)c(F)c1,0.0,0.8,-59,-1
O=C(CSc1ncccn1)N/N=C/c1ccccc1C(=O)O,-0.1,-1.1,-1,2
Cn1c(Nc2nc(NCCc3ccc(O)cc3)c3ncn(-c4ccsc4)c3n2)nc2ccccc21,-0.1,0.5,-6,25
C/C(=N\N=C1\NC(=O)C(CC(=O)Nc2cccc(C)c2C)S1)c1ccccc1 (centres undefined),-0.2,-0.2,3,4
O=C1c2ccc(F)cc2C(=O)N1Cc1ccc(F)cc1,0.2,-0.4,13,12
CC(=O)Oc1cccc(C(=O)NNC(=O)c2ccco2)c1,-0.2,-2.8,-8,-12
Cn1nccc1Nc1cc(C(=O)NCCOc2ccccc2)c2ccccc2n1,0.3,5.3*,14,3
Cc1cc([N+](=O)[O-])c(N2CCOCC2)c([N+](=O)[O-])c1,-0.3,0.2,3,0
COC(C(=O)NCc1ccc(Cl)cc1)c1ccccc1 (centres undefined),0.0,-1.5,12,-3
CCC1CCCCN1CCCNC(=O)C1CCN(c2nnc(N3CCCC3=O)s2)CC1 (centres undefined),0.0,3.1,-12,-11
CC1CC(O)(c2ccccc2)C(C)CN1C(C)(C)C (centres undefined),0.1,-0.2,11,4
COC(=O)CSc1nnc(-c2ccoc2C)n1-c1cc(C)ccc1C,-0.1,0.1,1,7
Cn1nnnc1SCc1cc(=O)[nH]c2ccccc12,0.1,-0.4,4,-2
CCOC(=O)c1c(-c2ccc(Cl)cc2)csc1NC(=O)CSc1ncnc2sc(-c3ccccc3)cc12,0.0,1.0,-8,-4
O=C(N/N=C/c1cccc(Br)c1)c1ccc(O)cc1O,-0.1,0.3,-22,-9
COc1ccc(C(=O)Nc2ccccc2F)cc1[N+](=O)[O-],0.1,0.1,0,-18
COc1cccc2cc(C(N)=O)c(=Nc3ccccc3F)oc12,0.0,0.4,-7,-43
CCOC(=O)N1CCN(CCCc2ccccc2)CC1,-0.1,-0.6,25,6
CCOC(=O)CC(N)c1ccc(OC)cc1 (centres undefined),0.0,-0.4,-2,-7
C=CCn1c(=NC(=O)c2ccc(N3C(=O)CCC3=O)cc2)sc2cccc(OCC)c21,-0.1,-0.4,7,1
CCOC(=O)N1CCC(Nc2c(NCCc3ccccc3)c(=O)c2=O)CC1,-0.1,-0.3,-2,-3
CCS(=O)(=O)Nc1ccc(N2CCCCC2=O)c(C)c1,0.8,-0.1,16,6
CCCCCCCc1c(O)nc(SCCN2CCOCC2)n(C(=O)c2ccccc2)c1=O,0.1,-0.7,-4,1
O=C(CN1C(=O)CCC1=O)NC(c1ccccc1)c1ccccc1,-0.2,-1.0,-1,0
Cc1ccc(-n2c(C)cc(/C=N/NC(=O)CC3(C)OCCO3)c2C)c(C)c1,0.1,-0.4,10,6
O=C(CNC(=O)C1CCCCC1)NNC(=O)c1ccccc1Br,-0.1,5.8*,7,1
O=C(O)Cn1nnc(-c2ccc(OCc3cccc(C(F)(F)F)c3)cc2)n1,0.1,1.0,8,-6
CCOC(=O)c1nnn(-c2nonc2N)c1CSc1nc2ccc(OC)cc2[nH]1,0.6,-0.1,7,-2
COc1ccc(NC(=O)Nc2nnc(Sc3ccc(N(C)C)cc3)s2)cc1,-0.1,-1.5,4,-12
CCNc1cc(Nc2ccccc2)nc(N)n1,-0.2,-1.5,12,-8
COc1cc2c(cc1OC)C(COc1ccccc1OC)N(C(=S)Nc1cccc(C)c1C)CC2 (centres undefined),-0.2,-1.3,1,-3
CC(=O)N1CCC(N(CCN2CCOCC2)C(=S)Nc2cccc(C)c2)CC1,0.1,-0.2,-8,9
COc1ccccc1N1CCN(Cc2cc3c(cc2[N+](=O)[O-])OCO3)CC1,-0.1,1.6,-9,-3
O=S(=O)(NCc1ccc2c(c1)OCO2)c1ccc(Cl)cc1C(F)(F)F,-0.1,0.1,2,2
CCN(C(=O)Cc1noc2ccccc12)c1cc(Cl)ccc1OC,-0.1,-2.2,-11,3
COc1cccc(CN2CCc3nc4nc(C)ccc4cc3C2)c1,-0.1,0.1,1,-29
COc1ccc2c(c1)c(/C=C/c1nc3ccccc3c(=O)n1-c1ccccc1[N+](=O)[O-])c(C)n2C,0.1,-0.9,7,12
C=CCn1c(SCC(=O)O)nc2sc3c(c2c1=O)CCC3,0.1,1.0,17,12
CCCN1C(=O)C(=O)c2cc(Cl)ccc21,0.1,0.0,18,4
CC(C)CC1=NN(C(=O)c2ccc(Cl)cc2)C(O)(C(F)(F)F)C1 (centres undefined),0.8,-0.6,13,-1
c1ccc(-c2nnc(-c3ccccc3)c3nonc23)cc1,0.1,-2.4,12,-17
O=C(Nc1ccc(Cl)c([N+](=O)[O-])c1)c1ccc(I)cc1,0.6,-0.3,18,-14
CC1CCC(NC(=O)C2CCCN(S(=O)(=O)c3ccc4c(c3)oc(=O)n4C)C2)CC1 (centres undefined),0.8,0.7,16,-3
C/C=C\Cc1c(C)nc2sc(C(=O)c3ccc(Br)cc3)c(N)c2c1C,0.1,1.5,-6,-1

# Compounds shown so far that have an NH in an aromatic ring, in the order listed:
SMILES,FBW7 act,GPR151 ag,MITF primary,TEAD-YAP inh
Cn1nnnc1SCc1cc(=O)[nH]c2ccccc12,0.1,-0.4,4,-2
CCOC(=O)c1nnn(-c2nonc2N)c1CSc1nc2ccc(OC)cc2[nH]1,0.6,-0.1,7,-2

# Carrying on.
SMILES,FBW7 act,GPR151 ag,MITF primary,TEAD-YAP inh
O=C(COCC(=O)N/N=C/c1cccnc1)N/N=C/c1cccnc1,-0.7,-0.9,-24,2
C/C=C\C(=O)NCc1ccc2[nH]c3c(c2c1)CCCC3,-0.1,-1.0,3,-8
COc1ccc(/C=N/Nc2nncc(-c3ccccc3)n2)c(OC)c1,-0.5,-0.2,3,6
CN(Cc1ccccc1)C(=O)c1nc2ccccn2c1CN1CCCC1c1nccs1 (centres undefined),0.2,-0.4,10,10
COC(=O)c1c(NC(=O)CSc2ccccn2)sc2c1CCC(C(C)(C)C)C2 (centres undefined),0.2,1.5,2,-5
CCOC(=O)c1ccc(N2C(=O)/C(=C\c3ccccc3F)C(C(=O)OC)=C2C)cc1,-0.1,2.6,2,-8
O=C(Cc1ccc(-c2ccccc2)cc1)Nc1ccccn1,0.6,-1.7,-1,28
Cc1nc(C)n(-c2ccc(Nc3nc(-c4cnn(C)c4)cc(N4CCN(C)CC4)n3)cc2)n1,0.2,-1.3,7,-1
CCN(CC)CCCNc1nc(-c2ccc(Cl)cc2)nc2ccccc12,0.2,-0.2,18,-3
NC(=O)CSc1nnc(C2COc3ccccc3O2)n1N (centres undefined),-0.4,1.7,-4,-9
COc1cc(OC)cc(C(=O)NNS(=O)(=O)c2ccccc2[N+](=O)[O-])c1,0.3,0.0,12,2
C=CCN1N=C(c2ccc(C)cc2)SC(C)=C1c1ccc(OC)cc1,0.0,1.7,17,-6
Cc1cc(C)cc(NC(=O)CC(C(=O)O)N2CCNCC2)c1 (centres undefined),-0.1,-0.5,0,4
CCn1cc(C(=O)N2CCCC2)c(=O)c2cc(S(=O)(=O)N(C)C)ccc21,-0.2,0.4,16,-3
CCN(CC)C(=O)N1CCCC(c2nc(C)ncc2-c2ccncc2)C1 (centres undefined),-0.1,-1.3,-3,-22

# An excerpt from above, showing only MITF primary:
canonical_smiles | MITF primary
O=C(Cc1ccc(-c2ccccc2)cc1)Nc1ccccn1 | -1
Cc1nc(C)n(-c2ccc(Nc3nc(-c4cnn(C)c4)cc(N4CCN(C)CC4)n3)cc2)n1 | 7
CCN(CC)CCCNc1nc(-c2ccc(Cl)cc2)nc2ccccc12 | 18

# More results
SMILES,FBW7 act,GPR151 ag,MITF primary,TEAD-YAP inh
CCOC(=O)c1sc(NC(=O)CCCS(=O)(=O)c2nc(-c3ccccc3OC)cc(C(F)(F)F)n2)c(C(=O)OCC)c1C,-0.1,0.1,9,-4
COc1cccc(-c2ccc(Nc3ccc4c(c3)OCCO4)nc2)c1,-0.2,-1.6,-2,-33
NC(=O)c1ccc(-c2cccc(C(=O)Nc3ccccc3)n2)cc1,0.1,2.1,14,24
C=CCNC1CC(=O)N(c2ccc(Oc3ccccc3)cc2)C1=O (centres undefined),-0.1,0.7,1,-14
C/C(=C\c1nsc(Nc2ccc(F)c(Cl)c2)n1)NCc1ccccc1,-0.2,2.3,11,2
COc1ccc(CCNC(=O)CSc2ncnc3c2sc2ccccc23)cc1OC,0.2,1.1,0,11
COCCNC(=O)c1cnn2c(C)c(Cc3ccc(F)cc3)c(C)nc12,0.0,0.4,-1,4
CCOc1ccc(CSCCN=C(N)N=C(N)N)cc1Cl,-0.1,-0.5,-4,16
Cc1cccc(NC(=O)C(Cc2ccccc2)NC(=O)c2ccco2)n1 (centres undefined),0.0,-1.4,5,1
CN1CCC(NC(=O)c2cc(-c3ccccc3Cl)nc3ccccc23)CC1,-0.2,-0.8,5,-2
C#CCN1C(=O)C(=O)c2ccccc21,-0.1,0.3,10,5
O=C(Nc1ccc2c(c1)N(C(=O)c1cccs1)CC2)c1ccccn1,-0.2,0.0,-7,-17
Cc1nccn1CCNC(=O)c1cccn(C)c1=O,0.0,0.6,7,0
O=C(CSCc1ccc([N+](=O)[O-])cc1)N/N=C/c1cccc(Cl)c1,0.2,0.2,26,-5
Cc1cc(/C=C2\C(=O)NC(=O)N(C)C2=O)c(C)n1-c1cccc(F)c1,0.1,-0.2,-8,-6
CC(=O)OC1CC(C)(C)N(OC(=O)c2ccc(N)cc2)C(C)(C)C1,0.1,0.1,7,-1
CCOC(=O)c1[nH]c(C)c(CCC(=O)OC)c1C,0.0,3.9,6,-1
CCCOc1ccc(NC(=O)C(=O)NCCc2ccc(OC)c(OC)c2)cc1,0.4,-0.5,10,13
Cc1ccc(NC(=S)N(Cc2ccccc2)Cc2cccs2)cc1C,0.3,0.9,-7,57*
N#C/C(=C\c1ccc2c(c1)OCO2)C(=O)NC1CCS(=O)(=O)C1 (centres undefined),0.1,0.1,-8,-12
Cc1cc(C)cc(NC(=O)c2ccc3c(=O)n(-c4cc(C(F)(F)F)ccc4Cl)c(=S)[nH]c3c2)c1,-0.1,-0.7,5,-4
